PI5P4K alpha inh: inhibitors of human PI5P4K alpha. hit rate 1.2% among 330,000. PI5P4Kalpha enzyme, ADP-Glo luminescence, 60 min; hits give low values. AID 652105. max response, %; active means max response of -50% or lower; inconclusive means between -30% and -50%; inactive means -30% or higher; further: value at the top dose of about 77 µM; on the % scale 0 is the no-effect control and ±100 the full control effect
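ADP-Glo luminescence end-point read after a 60 min room-temperature kinase reaction of PI5P4Kalpha plus substrate, initiated with ATP at 5 microM final. Buffer: 0.038 M HEPES pH 7.4, EGTA, 0.1% CHAPS, 5% DMSO.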
Abeta yeast res: A-beta toxicity reversal in yeast. yeast expressing A-beta42, growth rescue, OD600, 48 h; response scale: 0% DMSO, 100% iron-clioquinol control. Potency, µM (doses to about 46.1 µM), for inactives: at the top dose growth rescue, hits mostly activators. hit rate 0.063% among 410,000; further: potency means the concentration at half of the fitted maximal effect; nearly all actives have a fitted effect of over 55% in size
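Yeast A-beta toxicity model in growth medium with pinned compounds, 48 h at 30 C; growth read as absorbance at 600 nm. Normalized to FeCl3/clioquinol equimolar mix (positive) and DMSO (negative).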
IL-2 act: activators of IL-2; IL-2 activation reporter assay, cell-based qHTS; stimulated with anti-CD3/CD4/CD28 beads; in transgenic mouse T cells; hit rate 0.065% among 360,000; AID 652025; activation, % (series mostly up to about 46 µM); in the data active means activation above about 50%; inconclusive means mostly about 30% to 49%; further: 0% is about no effect
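Unstimulated transgenic mouse T cells, 750 per well, received compound and, after 60 minutes, anti-CD3/anti-CD4 bead plus anti-CD28 stimulation. EGFP and DsRed were quantified after 18 hours.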
PLK1 PBD block: blocks phosphopeptide binding to human PLK1 polo-box domain; AID 720504; hit rate 2.8% among 360,000; P53350; Plk1 PBD binding of FITC phosphopeptide, fluorescence polarization; Potency, µM, for inactives: max response, negative = inhibition, most hits filed as inhibitors; further: potency means the concentration at half of the fitted maximal effect; series mostly up to about 57 µM; on the % scale 0 is the no-effect control and ±100 the full control effect; nearly all actives have a fitted effect of over 65% in size
FUS yeast rescue: FUS proteinopathy suppression in yeast | hit rate 0.24% among 390,000 | Potency, µM (highest dose often 76.6 µM), inactives show at the highest dose growth rescue (activation), most hits filed as activators | AID 1347120 | S. cerevisiae FUS-expressing, growth rescue, OD600, 24 h;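 further: potency means the concentration at half of the fitted maximal effect; plate controls were DMSO vehicle for no effect and reference control for full effect; nearly all actives have a fitted effect of over 55% in size; some results filed as inactive show a strong effect at the top dose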
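Quantitative HTS measuring growth restoration of FUS-toxic yeast. Galactose-induced cells (OD 0.005) were exposed 24hr at 30C to compounds at several concentrations, then absorbance at 600 nm was recorded.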
EPAC1 agonist: EPAC1 (human) agonism; EPAC1 agonist qHTS, biochemical assay; response scale: 100% = response to 6.5 mM cAMP; Potency, µM (series often up to 154 µM), for the others: top-dose activation, usual class: activators; hit rate 0.073% among 360,000; AID 720707; further: potency means the concentration at half of the fitted maximal effect; nearly all actives have a fitted effect of over 60% in size
Target sequence (O95398 whole entry, looked up): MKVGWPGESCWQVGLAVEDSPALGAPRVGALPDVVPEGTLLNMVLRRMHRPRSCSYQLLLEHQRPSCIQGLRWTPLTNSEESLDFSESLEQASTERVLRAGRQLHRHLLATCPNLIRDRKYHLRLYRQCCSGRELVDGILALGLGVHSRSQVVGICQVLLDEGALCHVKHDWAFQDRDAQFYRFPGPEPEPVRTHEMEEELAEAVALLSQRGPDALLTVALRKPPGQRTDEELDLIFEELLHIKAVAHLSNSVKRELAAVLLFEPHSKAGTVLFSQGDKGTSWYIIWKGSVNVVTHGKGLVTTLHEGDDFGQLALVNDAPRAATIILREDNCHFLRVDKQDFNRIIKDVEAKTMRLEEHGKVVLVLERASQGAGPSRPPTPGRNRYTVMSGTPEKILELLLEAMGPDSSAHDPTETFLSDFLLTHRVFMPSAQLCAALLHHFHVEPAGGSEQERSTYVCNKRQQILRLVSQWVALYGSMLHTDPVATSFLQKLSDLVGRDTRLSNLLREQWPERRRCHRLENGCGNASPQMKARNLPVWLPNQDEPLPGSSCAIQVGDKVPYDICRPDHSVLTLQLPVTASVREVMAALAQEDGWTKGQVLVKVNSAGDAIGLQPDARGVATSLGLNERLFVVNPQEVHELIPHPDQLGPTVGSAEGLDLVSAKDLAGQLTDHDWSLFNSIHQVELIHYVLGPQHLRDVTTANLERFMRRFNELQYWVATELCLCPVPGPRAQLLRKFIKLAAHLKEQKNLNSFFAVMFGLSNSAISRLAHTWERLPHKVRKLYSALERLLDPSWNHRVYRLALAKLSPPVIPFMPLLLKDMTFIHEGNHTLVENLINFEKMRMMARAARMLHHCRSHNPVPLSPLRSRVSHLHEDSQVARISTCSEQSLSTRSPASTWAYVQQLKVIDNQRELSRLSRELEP
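Read-out is the fluorescence drop as BODIPY-GDP leaves Rap1B (480 nm excitation, 540 nm emission), recorded every 5 minutes over 30 minutes. Reactions held 100 nM EPAC1, 250 nM Rap1B–BODIPY-GDP and 50 uM GDP, with 6.5 mM cAMP setting full activation.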
EPAC1 antag: blocks human EPAC1 exchange factor. AID 720709. EPAC1 GEF assay, Rap1b-BODIPY-GDP exchange fluorescence. Potency, µM (titrated, usually from 115 µM), for inactives: top-dose activity change, negative = inhibition, actives largely listed as inhibitors. O95398. hit rate 0.14% among 360,000;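 further: potency means the concentration at half of the fitted maximal effect; plate controls were vehicle for no effect and positive control for full effect; nearly all actives have a fitted effect of over 50% in size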
WRN inhibitor: blocks human WRN helicase | Q14191 | WRN helicase unwinding, fluorescent forked duplex, kinetic | hit rate 0.46% among 360,000 | Potency, µM (top dose mostly 114 µM), for the others: at the top dose activity change, negative = inhibition, hits mostly inhibitors; further: potency means the concentration at half of the fitted maximal effect; on the % scale 0 is the no-effect control and ±100 the full control effect; nearly all actives have a fitted effect of over 55% in size
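Enzyme (20 nM final) and test compound sit together 15 min at room temperature before substrate addition. Substrate is a single-forked duplex oligonucleotide (100 nM) labelled with fluorophore and quencher, with 2 mM ATP; helicase unwinding raises red fluorescence, read kinetically.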
Numbers without * were called inactive; ? = inconclusive; · = no result given; [ ] = remark or other dose. Unless noted, the call rests on the fitted dose curve; in most records, active means well fitted curve in the direction sought with a large enough effect; inconclusive means small, poorly fitted or top-dose-only effect, or another doubt; inactive means no such curve, though single readings can be large; an effect the other way counts as inactive or inconclusive.

mol,PI5P4K alpha inh,Abeta yeast res,IL-2 act,PLK1 PBD block,FUS yeast rescue,EPAC1 agonist,EPAC1 antag,WRN inhibitor
O=C(Cc1cccs1)Nc1ccc(-c2nnc(-c3ccccc3)o2)cc1,-18,-10%,-2.2,-1%,·,2%,-1%,-26%
COc1ccc2nc(-n3c(C)ccc3C)sc2c1,·,2%,-0.5,0%,0%,5%,7%,-3%
O=C(CSC(=S)N1CCCC1)NCCc1ccccc1,0,6%,1.3,?,7%,-10%,-15%,-34%
CCOc1ccccc1N(CC(=O)N1CCCCCC1)S(C)(=O)=O,8,9%,1.2,-1%,20%,-3%,9%,-1%
CC1CCCCN1CCNS(=O)(=O)c1ccc2c(c1)oc(=O)n2C (stereo not drawn),-3,10%,-0.7,3%,22%,-2%,7%,5%
CN(C)c1nc(N)nc(CSc2ccccn2)n1,·,8%,1.2,-4%,11%,3%,4%,0%
CCN(CC)C(=O)c1c(-c2ccccc2)oc2ccc(OC)cc12,2,-27%,-1.9,-12%,19%,4%,9%,-1%
O=S(=O)(NN1CCOCC1)c1cc(Cl)cc(Cl)c1O,4,5%,0.1,15µM*,2%,-14%,2%,?
Cc1ccc(N(CC(=O)N2CCCCC2)S(=O)(=O)c2ccc(C)cc2)cc1,2,16%,-2.2,-2%,12%,4%,-12%,-2%
CCc1ccccc1N(C(=O)c1snc(C(N)=O)c1N)C(C(=O)NCC1CCCO1)c1ccc(N(C)C)cc1 (stereo not drawn),12,-8%,-0.3,1%,11%,-8%,-27%,-6%
Cn1c(Cc2ccccc2)nnc1SCC(=O)NCCc1ccccc1,-1,8%,0.4,-4%,-30%,14%,0%,5%
CCC/C(C#Cc1ccsc1)=C1/c2ccccc2C(=O)N1c1ccccc1,0,-5%,-0.7,-19%,?,-4%,-27%,-10%
Cc1oc2c(C)c3oc(=O)c(CCC(=O)NCCCN4CCOCC4)c(C)c3cc2c1C,6,-16%,0.2,-10%,7%,-14%,-23%,3%
O=C(c1ccccc1)N(Cc1nc2ccccc2c(=O)[nH]1)C1CCCC1,-3,19%,3.0,-10%,9%,-2%,-22%,0%
CC(C)[C@H](NC(=O)[C@@H]1Cc2ccccc2CN1C(=O)OC(C)(C)C)C(=O)NCc1ccco1,3,7%,-1.9,-2%,-2%,-3%,1%,-1%
COc1cc(C(C)=O)ccc1COc1ccc(C(=O)OCC(N)=O)cc1OC,-10,2%,0.3,-4%,·,7%,7%,-4%
O=S(=O)(Nc1cccc(Cl)c1)c1ccc2oc(=S)[nH]c2c1,-23,0%,0.2,34µM*,29%,13%,-9%,-13%
CN1CC2(C)OC(=O)C(Cl)=C2CC1c1ccccc1 (stereo not drawn),-6,-6%,-0.2,-1%,-8%,6%,3%,-19%
O=C(Cc1ccc(-n2c(=O)c3ccccc3n(CC(=O)Nc3ccc(F)cc3F)c2=O)cc1)NCc1ccco1,-4,10%,-0.9,-2%,38%,-1%,9%,3%
Cc1ccc2c(c1)C1CN(C)CCC1N2C(=O)c1ccc(Cl)c(S(=O)(=O)N2CCOCC2)c1 (stereo not drawn),-1,2%,0.1,-6%,1%,10%,1%,-3%
O=C(COC(=O)c1ccccn1)NCCCc1ccccc1,7,21%,-0.5,-3%,-14%,3%,14%,5%
O=C(Nc1nncs1)Oc1ccccc1,4,-45%[inhibitor],-0.3,-26%,-2%,6%,4%,1%
c1ccc(C2C3=C(Nc4ncnn42)c2ccccc2CCC3)cc1 (stereo not drawn),·,7%,2.7,-25%,33%,6%,2%,-13%
Cc1cccc(OCC(=O)N2CCN(C(=O)c3ccc([N+](=O)[O-])cc3)CC2)c1,-7,-3%,-1.2,-4%,4%,-4%,-1%,-4%
CC(=O)Nc1cccc(C(=O)OCC(=O)N2CCC(c3ccccc3)=N2)c1,2,-2%,-1.6,2%,13%,1%,-17%,8%
O=C(NC1CCCCC1)N(Cc1ccc(F)cc1)Cc1nc2ccccc2c(=O)[nH]1,3,-4%,-1.8,-12%,14%,7%,1%,-7%
CCCCNC(=O)Nc1cc(C(=O)OC)ccc1C,2,-4%,2.5,-5%,4%,2%,-12%,4%
O=C1CN(C(=O)COC(=O)c2ccccc2NCc2ccco2)c2ccccc2N1,1,4%,-1.4,-1%,20%,5%,-28%,-8%
CC(C)CCn1cnc2c(c1=O)c1nc3ccccc3nc1n2Cc1ccc2c(c1)OCO2,1,8%,4.2,-6%,·,-6%,3%,3%
COc1cc(OC)cc(C(=O)OC(C)C(=O)NC2CCCc3ccccc32)c1 (stereo not drawn),2,5%,0.0,-1%,12%,4%,1%,-6%
CCCc1cc(=O)n2[nH]c(-c3ccccc3)cc2n1,-16,11%,0.8,-10%,-3%,4%,-7%,-8%
O=C(c1cc2ccccc2cc1O)N1CCCC1,-1,-6%,-0.5,-12%,-24%,5%,15%,7%
O=C(NCC1CC1)C1CCCN(S(=O)(=O)c2ccc(-n3cnnn3)cc2)C1 (stereo not drawn),·,10%,0.6,-5%,2%,-6%,-3%,-7%
COc1ccc(C(=O)O)cc1S(=O)(=O)N(C)CCc1cccnc1,-5,3%[9.22 µM],-3.7,-12%,-55%,-1%,-4%,-22%
CN1CCN(C(c2ccccn2)c2cc(Cl)c3cccnc3c2O)CC1 (stereo not drawn),?,-67%[inhibitor],-0.3,9.5µM*,-3%,-2%,-7%,-6%
CS(=O)(=O)Nc1ccc2c3c(cccc13)CC2,-11,10%,-0.4,-3%,10%,-12%,-18%,7%
C=CCn1c(COc2ccccc2OC)nc2ccccc21,0,10%,-2.3,-1%,-10%,4%,-20%,-6%
Cc1oc(-c2ccc(C(F)(F)F)cc2)nc1CN(Cc1ccccn1)C[C@@H]1CCC(=O)N1,6,3%,-4.4,-10%,-4%,3%,8%,1%
C[C@@H]1CN([C@@H](C)CO)C(=O)c2cc(NS(C)(=O)=O)ccc2O[C@@H]1CN(C)Cc1ccc(C(F)(F)F)cc1,-1,8%,0.1,-18%,-8%,-10%,-9%,6%
CCCS(=O)(=O)N1CCCC(C(=O)N2CCN(c3ccccn3)CC2)C1 (stereo not drawn),-7,3%,-0.4,-1%,3%,-1%,18%,5%
S=c1[nH]nc(-c2ccccn2)n1/N=C/c1cccs1,-2,0%,-0.3,-10%,·,-3%,-27%,19%
Cc1ccc(-c2nc(CN(C)C3CCOCC3)c(C)o2)s1,5,9%,0.1,-16%,-17%,3%,-18%,6%
CCOc1ccc(-n2c(N)c(C(=O)NCc3ccco3)c3nc4ccccc4nc32)cc1,?,1%,-1.2,?,?,-3%,-3%,-32%[57.1 µM]
Cc1cccc(Nc2ccc(NCc3ccccc3)nn2)c1,-2,-17%,1.3,-4%,-31%,5%,-2%,-6%
O=C(CN1CCN(c2ccc(F)cc2)CC1)Nc1ccccc1C(=O)NCCc1ccccc1,29,14%,0.1,5%,-13%,-4%,-22%,-10%
COc1ccc2c(c1)-c1nc(/N=C/c3c(O)ccc4ccccc34)sc1CC2,-6,-18%,-0.1,?,·,-4%,-17%,?
O=C(CSc1nnnn1-c1ccccc1)N1CCc2ccccc2C1,·,-19%,0.3,-4%,12%,2%,-1%,-8%
COc1cccc(CN2CC(C(=O)NCc3cnn(C)c3)CCC2=O)c1 (stereo not drawn),-5,0%,1.4,-3%,17%,8%,-1%,-7%
NC(=NCCc1ccc(Cl)cc1)NS(=O)(=O)c1ccccc1,4,4%,-2.8,1%,-1%,-6%,6%,-7%[57.1 µM]
O=C(CSc1ccccc1)NCc1ccco1,5,16%,0.0,-15%,-9%,0%,0%,-12%
CC(=O)CCc1c(C)c2cccc(C)c2[nH]c1=O,·,-11%,-0.8,-8%,-5%,11%,19%,1%
Cc1ccc(N(Cc2cc(=O)[nH]c3ccccc23)C(=O)C(C)C)cc1,-5,8%,4.1,-16%,14%,7%,-3%,4%
COc1ccc(-c2ccnc3c(C#N)cnn23)cc1,3,-18%,-0.4,-17%,13%,10%,-19%,?
CCCCOc1ccc(C(=O)NNC(=O)C2C3CCC(C3)C2C(=O)O)cc1 (stereo not drawn),5,-26%,-2.5,-12%,16%,4%,-7%,-7%
CCOc1ccc2nc(NC(=O)C(NS(=O)(=O)c3cccs3)C(C)C)sc2c1 (stereo not drawn),·,-1%,-1.1,-9%,39%,-5%,7%,-2%
O=C(c1ccc2c(c1)OCO2)C1CCCN(C(=O)c2cnn(Cc3ccccc3)c2)C1 (stereo not drawn),1,-5%,-0.8,2%,20%,5%,8%,1%
CC1CCN(CCCNS(=O)(=O)c2cc(Br)cc3c2N(C(=O)C2CC2)CC3)CC1,-5,4%,-0.5,3%,-5%,-7%,9%,-2%
CN(C)CCN(Cc1cc2cc3c(cc2[nH]c1=O)OCO3)C(=S)NCc1ccco1,-2,-9%,-5.4,5%,1%,-1%,7%,7%
CCCC1(C(=O)OCC)NC(c2ccc(OC)cc2OC)C2C(=O)N(c3ccccc3)C(=O)C21 (stereo not drawn),13,26%,-0.1,-2%,?,2%,6%,-6%
CNC(=O)c1ccc(-n2nc(C)cc2-c2ccccc2)cc1,7,5%,-2.3,-4%,-11%,1%,3%,-7%
O=C(CCN1C(=O)/C(=C/c2ccccc2F)SC1=S)N[C@@H](CO)Cc1ccccc1,-2,19%,-1.8,-11%,18%,3%,-14%,-8%
COC(=O)c1cc2c(s1)-c1ccccc1OC2,5,-11%,-0.5,2%,1%,5%,3%,10%
CC(Cc1cccs1)N(Cc1ccc(Cl)cc1)C(=O)c1ccncc1 (stereo not drawn),3,0%,-0.4,-20%,2%,-5%,6%,3%

Sorted by length of the SMILES (highest first): part of the list above.
mol,PI5P4K alpha inh,Abeta yeast res,IL-2 act,PLK1 PBD block,FUS yeast rescue,EPAC1 agonist,EPAC1 antag,WRN inhibitor
CN(C)CCN(Cc1cc2cc3c(cc2[nH]c1=O)OCO3)C(=S)NCc1ccco1,-2,-9%,-5.4,5%,1%,-1%,7%,7%
COc1ccc2c(c1)-c1nc(/N=C/c3c(O)ccc4ccccc34)sc1CC2,-6,-18%,-0.1,?,·,-4%,-17%,?
CC(Cc1cccs1)N(Cc1ccc(Cl)cc1)C(=O)c1ccncc1 (stereo not drawn),3,0%,-0.4,-20%,2%,-5%,6%,3%

Assay outcomes: PubChem, National Center for Advancing Translational Sciences (NCATS)
